# All columns: NCI-60 one-dose screen, growth in % after 48 h at 10 µM unless noted; 100 = growth as untreated, 0 = no growth, -100 = all killed.
# UACC-257 = UACC-257 melanoma | AID 1794764 | actives 4.4% (n = 78,000)
# SK-MEL-2 = SK-MEL-2 melanoma. actives 4.7% (n = 77,000). AID 1794763
# T-47D = T-47D breast cancer. actives 5% (n = 79,000)
# UACC-62 = UACC-62 melanoma | actives 5.4% (n = 81,000)
# MALME-3M = MALME-3M melanoma; actives 5.8% (n = 78,000); AID 1794766
# HS 578T = HS 578T breast cancer; AID 1794788; actives 4.1% (n = 78,000)
# LOX IMVI = LOX IMVI melanoma; AID 1794757; actives 7.4% (n = 79,000)
# BT-549 = BT-549 breast cancer. actives 4.4% (n = 78,000)
# The depositor's hits bear a star; · = no result given. The calls were made as follows: active = growth percent below 10; inactive = the rest.
SMILES,UACC-257,SK-MEL-2,T-47D,UACC-62,MALME-3M,HS 578T,LOX IMVI,BT-549
CCNC(=O)Oc1ccc(/C(=C(/C)Cc2ccc(OC)cc2)c2ccc(OCCN3CCCCC3)cc2)cc1,95,92,43,58,68,65,61,92
O=S(=O)(Nc1ccsc1-c1nc(-c2ccccc2)no1)c1ccc(F)cc1,96,105,·,91,79,96,99,95
O=C(Cn1cc(Cn2c(=O)c(-c3nc4ccccc4[nH]3)cc3ccccc32)nn1)Nc1ccccc1,93,99,79,76,125,89,92,97
Cc1cc([N+](=O)[O-])c(C)cc1N,109,107,111,95,104,107,100,101
CCOc1ccc(N2C(=O)N(c3ccc(SC)cc3)C(=N)C2=S)cc1,94,117,67,87,94,98,93,80
CC1=CC(=O)C(CN(C)C)(CN(C)C)C(C)(C)C1,97,99,53,94,105,110,91,95
O=C(Nc1ccc(CN2CCc3nc4cc(O)c(O)cc4cc32)cc1)c1cccc(Cl)c1Cl,106,·,89,100,97,110,92,103
CC(C)=CCC1=CC(=O)c2ccccc2C1=O,107,128,76,96,99,103,84,88
CCOC(=O)c1cc2c(n1Cc1ccccc1OC)-c1oncc1CCC2,50,28,39,26,21,11,46,55
CCOC(=O)c1cc(-c2ccc(F)cc2)n(-c2ccc(C(=O)O)c(O)c2)c1C,74,91,45,72,84,86,85,86
N#Cc1ccccc1-c1ccc(Cn2c(-c3cscn3)nc3c(Cl)cccc32)cc1,90,76,56,75,92,86,66,76
C=CC(=O)N[C@H](Cc1ccc(-c2cc(Cl)cc(Cl)c2)cc1)[C@H](O)[C@@H](O)C(=O)OCC,92,96,54,·,89,95,86,96
O=S(=O)(O)CS(=O)(=O)OCCCl,79,107,77,105,122,101,104,100
CC(C)=CCC[C@](C)(O)[C@H]1CC[C@]2(C)[C@@H]1CC[C@@H]1[C@@]3(C)C/C(=C/c4ccc(C(F)(F)F)cc4)C(=O)C(C)(C)[C@@H]3CC[C@]12C,101,107,85,89,100,97,·,96
Cc1c(C(C)(C)O)cn2ncnc(Oc3ccc(NC(=O)Nc4ccc(Cl)c(C(F)(F)F)c4)c(F)c3)c12,80,95,41,72,91,81,60,72
Cn1cccc1C(=O)C1C(c2ccc(Cl)cc2)C2CCCN2C12C(=O)Nc1ccc(Cl)cc12 (configuration not stated),93,96,74,65,92,96,88,116
O=c1[nH]c(NCCc2cc3cc(F)ccc3[nH]2)nc2sc3c(c12)CCCC3,71,98,86,56,100,81,32,75
CCCCc1ccc(C(CC(=O)c2ccccc2)c2ccccc2)cc1 (configuration not stated),54,79,91,83,93,87,82,87
COP(=O)(OC)/C(=N\NS(=O)(=O)c1ccc(C)cc1)c1ccccc1,112,110,95,97,104,123,102,125
N#Cc1cnc2cc(OC[C@@H](O)CO)c(NC(=O)C3CCCC3)cc2c1Nc1ccc(OCc2cccc(F)c2)c(Cl)c1,·,-57*,-15*,·,-49*,-32*,-85*,-73*
COC(=O)CC1OCC=C2CN3CCC45C6=CC(=O)C(=O)C([N+](=O)[O-])=C6NC4C1C2CC35 (configuration not stated),100,110,98,112,118,129,92,105
CCC(C)CC(C)/C(O)=C1/C(=O)NC(C(O)c2ccc(O)cc2)C1=O (configuration not stated),106,111,110,105,119,98,97,105
O=C1c2ccccc2CCC12OC2c1ccncc1 (configuration not stated),107,122,103,104,103,97,103,94
C/C(=N/NC(=S)NC1CCCCC1)c1sc(Nc2ccc(O)cc2)nc1C,86,98,77,78,73,57,79,70
CCN(CC)CCN1CNC(=S)NC1,111,95,94,105,103,105,96,102
COc1ccc(-c2cc(C(=O)N=Nc3c(O)[nH]c4ccc(F)cc34)c3ccccc3n2)cc1,109,128,76,81,25,74,24,86
O=C(O)c1ccc(NC(=O)C(Cl)Cl)cc1,·,106,89,100,111,105,97,103
C/C(=C(/C)C1CC1CCN(C(=O)c1ccc([N+](=O)[O-])cc1)S(=O)(=O)c1ccc(C)cc1)C1CCCCC1 (configuration not stated),97,102,77,80,98,102,94,136
Cc1ccccc1OCC(=O)O,114,·,99,105,131,123,104,·
O=C(COc1ccc(NC(=O)Nc2ccc(Cl)cc2)cc1)N=Nc1c(O)[nH]c2ccc(Cl)cc12,106,87,103,101,90,94,75,126
CC/C=C\C/C=C/C=C1/C(=O)C=C[C@@H]1C/C=C\CCCC(=O)O,85,97,85,90,104,112,72,107
CSSc1ccccc1,107,107,105,105,99,98,123,97
C/C(=N\NC(N)=S)c1nnn(-c2ccc([N+](=O)[O-])cc2)c1C,98,110,92,98,93,96,95,95
NC(=O)c1[nH]cnc1/N=N/N(CCO)Cc1ccccc1,104,45,102,91,111,101,48,113
COc1ccc(/C=N/OCC(O)CNCc2ccccc2)cc1OC1CCCC1 (configuration not stated),97,115,·,98,106,111,91,91
Cc1cc(C)c(C#N)c(OCc2ccc(Cl)cc2Cl)n1,104,99,86,80,100,90,97,100
CCOc1ccc(C(=O)CCN2CCC3CCC(C3)C2)cc1 (configuration not stated),117,104,91,115,102,·,103,111
N#C/C(=C\c1cc(O)c(O)c(O)c1)C(N)=O,105,123,110,98,115,110,92,96
CCOC(=O)c1nc(Nc2ccc(NC(=O)Nc3ccc(Cl)c(Cl)c3)cc2)c2ccccc2n1,103,98,84,93,109,119,105,99
Cc1nn(-c2ccccc2)c(N(C)Cc2ccccc2)c1C1CC(c2ccc(Cl)cc2)=NN1c1cc(Cl)cc(Cl)c1 (configuration not stated),82,·,90,95,102,·,100,112

# Some of these compounds in order of formula weight, descending.
SMILES,UACC-257,SK-MEL-2,T-47D,UACC-62,MALME-3M,HS 578T,LOX IMVI,BT-549
Cc1nn(-c2ccccc2)c(N(C)Cc2ccccc2)c1C1CC(c2ccc(Cl)cc2)=NN1c1cc(Cl)cc(Cl)c1 (configuration not stated),82,·,90,95,102,·,100,112
O=C(COc1ccc(NC(=O)Nc2ccc(Cl)cc2)cc1)N=Nc1c(O)[nH]c2ccc(Cl)cc12,106,87,103,101,90,94,75,126
COc1ccc(-c2cc(C(=O)N=Nc3c(O)[nH]c4ccc(F)cc34)c3ccccc3n2)cc1,109,128,76,81,25,74,24,86
C/C(=N/NC(=S)NC1CCCCC1)c1sc(Nc2ccc(O)cc2)nc1C,86,98,77,78,73,57,79,70
Cc1cc(C)c(C#N)c(OCc2ccc(Cl)cc2Cl)n1,104,99,86,80,100,90,97,100
Cc1ccccc1OCC(=O)O,114,·,99,105,131,123,104,·

# Carrying on:
SMILES,UACC-257,SK-MEL-2,T-47D,UACC-62,MALME-3M,HS 578T,LOX IMVI,BT-549
Clc1ccc(-c2nnc(-c3ccc4ccccc4c3)o2)cc1,102,111,103,97,113,104,93,107
CC(Oc1ccc(Cl)cc1Cl)C(=O)N=Nc1c(O)n(C)c2ccccc12 (configuration not stated),98,100,83,91,87,97,106,97
Cc1ccc(NS(=O)(=O)c2ccc(Nc3ncc4c(n3)CCCC4=O)cc2)cc1,82,104,70,79,100,94,89,89
CCn1cc(-c2ccnc(NCCNS(=O)(=O)c3ccccc3)c2)c(-c2cccc(OC)c2)n1,111,103,42,90,97,92,96,116
CCOc1cccc(Cc2c[nH]c(=O)[nH]c2=O)c1,96,108,99,101,123,102,106,101
CC(C)C(=O)/C=C/c1ccccc1,105,96,104,101,121,134,103,·
CS(=O)(=O)Nc1ccc(-c2nc(-c3cccc(OCCN4CCOCC4)c3)c(-c3ccnc(Br)c3)[nH]2)cc1,91,83,67,68,81,72,71,103
Brc1cccc[n+]1-c1cccc(-c2cccc(-[n+]3ccccc3Br)c2)c1,96,87,88,94,98,101,94,114
COc1cc(C2CC(c3ccc(C)cc3)=NN2C(C)=O)ccc1Oc1ccnc2cc(Cl)ccc12 (configuration not stated),102,61,62,73,95,7.6*,66,59
CNc1ccc(CSc2ccccc2)cc1,98,125,87,84,122,121,107,66
Nc1cc2ccncc2c2ccccc12,103,45,82,61,98,116,51,70
OC1COC(c2ccccc2)OC1C(O)C1OC(c2ccccc2)OCC1O (configuration not stated),100,100,99,93,101,97,99,100
CCCCCC(=O)C(C)=O,95,96,99,99,95,99,97,104
O=[N+]([O-])c1ccc(/C=N/N2CCNC2=S)o1,109,121,107,109,90,114,88,110
O=S(=O)(O)c1ccc2c(c1)C(C(Cl)(Cl)Cl)OC(C(Cl)(Cl)Cl)O2 (configuration not stated),95,105,105,106,108,129,106,115
N#C/C(=C\c1ccc(Br)cc1)n1nnc2c(F)cccc21,-11*,28,14,-38*,-2.4*,11,-69*,12
COc1ccc(-c2nn(-c3ccccc3)cc2/C=C2\SC(=S)N(c3ccccc3)C2=O)cc1,97,106,78,76,88,101,81,109
CCOC1=CC(=[N+]2CCCC2)CC(C)(C)C1,85,102,85,94,137,116,96,103
COc1ccc(NC(=O)/C=C/c2ccc(N(C)C)cc2)cn1,104,101,90,92,96,103,97,87
CCC1=Cc2cc(OC)ccc2OC12C=Cc1cc(OC)ccc1O2 (configuration not stated),80,53,53,4.1*,58,15,-5.7*,75
CCCOc1c(OC)cc2c3c1-c1cc4c(cc1CC3OCC2)OCO4 (configuration not stated),103,100,73,78,106,91,90,105
O/N=C(/CSc1n[nH]c(-c2ccncc2)n1)c1ccccc1,104,101,92,103,99,97,102,98
Cn1c(=O)c2[nH]c(SCc3cccnc3)nc2n(C)c1=S,111,104,97,105,·,·,90,117
O=C(Nc1sc2c(c1C(=O)O)CCCC2)c1ccc(Br)cc1,109,123,101,94,102,106,104,107
Cc1cccc(NCc2ccccc2)c1,89,·,104,103,93,·,93,·
CCN=C1C=CC(=C(c2ccc(N(CC)CC)cc2)c2ccc(N(CC)CC)cc2)c2ccccc21,-70*,-76*,-46*,-37*,-83*,-20*,-65*,-67*
O=C(N=Nc1c(O)[nH]c2ccccc12)Nc1ccc(F)c(Cl)c1,109,103,47,84,101,98,95,102
Cn1cc(-c2c(NCc3ccco3)c(=O)c2=O)c2ccccc21,77,66,81,106,95,104,95,94
CC1=NNC(=O)/C1=C\c1cc(=O)oc2cc(C)ccc12,92,·,91,105,102,102,99,107
COCCOc1ccc2ncc(C#Cc3cncc(C(=O)Nc4ccc(CN5CCN(C)CC5)c(C(F)(F)F)c4)c3)n2n1,28,-83*,60,31,-72*,-13*,-89*,0.1*
CCCCCCCCSCCO,·,100,101,108,101,107,97,109
Oc1ccc(OCCOc2ccc(O)cc2)cc1,84,82,72,23,62,109,36,55
O=C(NCC1CC1)c1ccccc1NC(=O)c1cc2ccccc2oc1=O,105,·,57,98,109,104,·,115
CNC(=S)Nc1ccccc1,103,92,91,94,119,95,109,97
Cc1cc(SC#N)cc(C(C)(C)C)c1O,94,82,80,·,86,110,100,87
CCC(C)N(CCNc1cc(OC)cc2cccnc12)CC(C)C (configuration not stated),100,110,6.5*,89,119,110,77,106
COc1cc2c(cc1OC)C(=O)/C(=C/c1cc(C)c(O)c(C)c1)S2,71,43,42,43,72,37,44,37
O=C(CCc1nnc2sc(-c3ccc(O)cc3)nn12)c1nc2ccccc2[nH]1,113,95,92,101,89,·,101,97
CN1C(=O)C2(SCC(C(=O)NCc3ccccc3)N2C(=O)C2CCCCC2)c2ccccc21 (configuration not stated),106,82,101,93,94,89,92,98
CCOc1ccc2ccccc2c1-c1nc2sc3c(c2c(=O)[nH]1)CCCC3,87,81,100,65,88,84,90,86

# Complete entries as entered above.
# CCN=C1C=CC(=C(c2ccc(N(CC)CC)cc2)c2ccc(N(CC)CC)cc2)c2ccccc21 reads UACC-257 = -70*; SK-MEL-2 = -76*; T-47D = -46*; UACC-62 = -37*; MALME-3M = -83*; HS 578T = -20*; LOX IMVI = -65*; BT-549 = -67*
# CCOc1ccc2ccccc2c1-c1nc2sc3c(c2c(=O)[nH]1)CCCC3 reads UACC-257 = 87; SK-MEL-2 = 81; T-47D = 100; UACC-62 = 65; MALME-3M = 88; HS 578T = 84; LOX IMVI = 90; BT-549 = 86

# The listing picks up with the seven entries that preceded the break.
SMILES,UACC-257,SK-MEL-2,T-47D,UACC-62,MALME-3M,HS 578T,LOX IMVI,BT-549
CNC(=S)Nc1ccccc1,103,92,91,94,119,95,109,97
Cc1cc(SC#N)cc(C(C)(C)C)c1O,94,82,80,·,86,110,100,87
CCC(C)N(CCNc1cc(OC)cc2cccnc12)CC(C)C (configuration not stated),100,110,6.5*,89,119,110,77,106
COc1cc2c(cc1OC)C(=O)/C(=C/c1cc(C)c(O)c(C)c1)S2,71,43,42,43,72,37,44,37
O=C(CCc1nnc2sc(-c3ccc(O)cc3)nn12)c1nc2ccccc2[nH]1,113,95,92,101,89,·,101,97
CN1C(=O)C2(SCC(C(=O)NCc3ccccc3)N2C(=O)C2CCCCC2)c2ccccc21 (configuration not stated),106,82,101,93,94,89,92,98
CCOc1ccc2ccccc2c1-c1nc2sc3c(c2c(=O)[nH]1)CCCC3,87,81,100,65,88,84,90,86
Oc1cccc(C=Nc2ccc(Nc3ncnc4sc5c(c34)CCN(Cc3ccccc3)C5)cc2)c1,106,120,99,85,95,101,99,107
COc1ccc(-c2cc(-c3ccc(OC)cc3)nc(NCCCNc3ccnc4cc(Cl)ccc34)n2)cc1,46,84,89,92,-76*,83,-95*,81
COc1ccc(C(c2ccccc2OC)C(Cl)(Cl)Cl)cc1 (configuration not stated),106,95,94,82,80,103,95,85
Nc1ccc([N+](=O)[O-])cc1S(=O)(=O)O,106,108,109,104,139,117,100,122
OCc1ccc(CO)cc1,97,103,97,95,135,118,97,119
COc1ccc(OC)c(CCn2cncc2-c2c[nH]c3ccc(Cl)cc23)c1,23,19,20,41,46,57,47,·
COc1ccc(-c2nn(-c3cccc(Cl)c3)cc2/C=C/C(=O)c2ccccc2)cc1,106,103,79,92,96,102,105,100
CCN(CC)c1ccc(-c2nc3c4ccccc4c4ccccc4c3o2)c(O)c1,101,103,69,89,99,90,25,101
COc1cc2[nH]c(C(=O)c3ccc(Cl)cc3)cc2c(OC)c1OC,122,98,89,98,133,82,90,·
C=CCn1c2c(c3ccccc31)CC1CN(c3ccc(C)cc3)C(=O)C1C2C(=O)O (configuration not stated),99,94,95,91,98,113,99,101
COc1ccc(C)cc1NC(=O)Oc1ccc(C#N)cc1,96,·,95,95,94,104,·,104
Cc1nc2nc3c(c(C)nn3-c3ccccc3)c(-c3ccc(Cl)cc3)c2c(=O)[nH]1,·,115,105,108,111,98,104,121

# Screening results as filed in PubChem BioAssay.
